# RBBP9 inhibitor – blocks human serine hydrolase RBBP9. O75884. 220,000 compounds, 0.2% hits. recombinant RBBP9, FP-Rh probe fluorescence polarization. inhibition, % at 7.94 µM;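 active = inhibition above the campaign mean of all tested compounds plus 3 SD, cut at about 14% in these data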;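 note: plate controls were DMSO wells with RBBP9 for no effect and wells lacking RBBP9 protein for full effect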
# Target sequence (O75884 whole entry, looked up): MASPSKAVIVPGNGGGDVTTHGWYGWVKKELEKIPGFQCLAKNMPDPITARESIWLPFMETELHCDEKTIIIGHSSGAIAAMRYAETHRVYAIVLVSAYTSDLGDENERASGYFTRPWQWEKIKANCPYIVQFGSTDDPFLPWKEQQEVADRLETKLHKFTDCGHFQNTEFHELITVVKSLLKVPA
#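 Material: RBBP9 protein. Amount: RBBP9 at 2.5 µM in dispensed solution, before mixing. Schedule: 30 min then 45 min, 25 °C. Medium: Tris buffer pH 8.0, NaCl, Pluronic. Measured by: fluorescence polarization. Measure: percent inhibition from mP, scaled between DMSO and no-protein wells. Replication: one well per compound.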
# PPC-1+TRAIL kill – PPC-1 cancer cell killing with TRAIL present; PPC-1 cells + TRAIL, ATPLite viability luminescence; cell killing (% activity), % at 4 µM; 220,000 compounds, 0.41% hits; AID 1443;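 active = cell killing above 50% in the first pass at 4 µM, then a duplicate retest at 5 µM averaging 50% or more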;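 note: plate controls were cells with TRAIL plus DMSO for no effect and medium-only wells lacking cells for full effect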
# TNF death inh – blocks TNF-alpha induced death of Jurkat FADD-/- cells; Jurkat FADD-/- TNF necroptosis rescue, ATP luminescence, 24 h; 0 = TNF only, 100 = no-TNF cells; activation (protection from cell death), % at 10 µM; 220,000 compounds, 0.068% hits; AID 463075;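 active = activation, meaning protection from cell death, of at least 50% relative to plate controls; inactive = activation below 50%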;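 note: necroptosis triggered by 40 ng/mL TNF-alpha added together with compound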
# Wee1 degr inh – human Wee1 degradation inhibition, primary screen; HeLa Luc-Wee1K328M stability, luciferase luminescence; 100% = proteasome inhibitor MG132 effect; 220,000 compounds, 1.2% hits; reporter increase, % at 5 µM; AID 1321;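 active = activation above the mean of all tested compounds plus 3 SD, set per screening run, cut at about 8.8% in these data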;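 note: cells exposed to compound for 20 h before luminescence read; 0% = DMSO alone and 100% = MG132 at 30 µM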
# Ba/F3 V617F tox – lowers viability of Ba/F3 cells expressing EpoR and JAK2V617F; inhibition, % at 5.6 µM; AID 1446; ATP luminescence; 220,000 compounds, 1.1% hits;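 active = inhibition above the campaign mean plus 3 SD over all tested compounds, cut at about 24% in these data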;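 note: cytokine-independent growth of Ba/F3 cells driven by EpoR plus mutant JAK2; 0% = DMSO-treated cells and 100% = JAK inhibitor I control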
# BaF3 tox – parental Ba/F3 viability inhibition as JAK2V617F counter-screen. CellTiter-Glo ATP luminescence. inhibition, % at 5.6 µM. 220,000 compounds, 1.1% hits. AID 1486;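 active = inhibition above a per-campaign cutoff, the mean inhibition of all tested compounds plus 3 SD, cut at about 27% in these data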;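 note: 0% = DMSO wells and 100% = JAK Inhibitor I control wells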
# TRPML3 agonist – activates the human TRPML3 channel. Q8TDD5. HEK293 TRPML3-YFP, Fluo-8 calcium fluorescence; 100% = the carbachol control signal. activation, % at 3 µM. 220,000 compounds, 0.29% hits. AID 1448;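 active = activation above its plate's cutoff, the mean activation of the plate's test wells plus 3 SD, cut at about 12% in these data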;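 note: 0% = DMSO only wells and 100% = carbachol wells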
# Target sequence (Q8TDD5 whole entry, looked up): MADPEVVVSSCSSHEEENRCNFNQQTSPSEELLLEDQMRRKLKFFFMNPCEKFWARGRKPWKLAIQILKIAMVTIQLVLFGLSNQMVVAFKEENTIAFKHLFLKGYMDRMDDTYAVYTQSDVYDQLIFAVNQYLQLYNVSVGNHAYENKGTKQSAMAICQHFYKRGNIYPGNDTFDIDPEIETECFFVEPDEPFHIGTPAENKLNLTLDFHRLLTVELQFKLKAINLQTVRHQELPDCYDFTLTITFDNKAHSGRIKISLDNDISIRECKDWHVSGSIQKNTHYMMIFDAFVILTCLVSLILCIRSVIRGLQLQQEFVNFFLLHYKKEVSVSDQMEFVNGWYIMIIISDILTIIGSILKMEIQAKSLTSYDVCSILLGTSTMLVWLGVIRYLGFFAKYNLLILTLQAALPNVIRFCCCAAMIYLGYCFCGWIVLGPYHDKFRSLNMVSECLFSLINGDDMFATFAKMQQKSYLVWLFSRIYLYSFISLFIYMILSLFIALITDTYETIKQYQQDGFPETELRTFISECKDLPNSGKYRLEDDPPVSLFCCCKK
#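 system = HEK293 cells stably carrying human TRPML3-YFP | doses = one concentration, 3 µM nominal, 0.3% DMSO | timing = dye loading 1 h 37 °C then 30 min ambient, 125 s read | detection = Fluo-8 calcium dye fluorescence, ex 470-495, em 515-575 nm | benchmarks = high control carbachol 87 µM, low control DMSO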
# zfTRPN1 agonist – agonists of zebrafish TRPN1 channel; 220,000 compounds, 0.18% hits; HEK293 zebrafish TRPN1-YFP, Fluo-8 calcium fluorescence; 100% = response to 87 µM carbachol; activation, % at 3 µM;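 active = activation above its plate's cutoff, the mean activation of test wells on that plate plus 3 SD, cut at about 19% in these data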;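 note: 0% = DMSO alone and 100% = 87 µM carbachol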
#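 Material: zebrafish TRPN1-YFP in HEK293 cells; Doses: single test compound dose, 3 µM nominal, 0.3% DMSO; Timing: dye loading 1 h at 37 °C, then 30 min room temperature; Technique: intracellular calcium fluorescence with Fluo-8; Benchmarks: high carbachol 87 µM, low DMSO alone.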
# CHOP inh – CHOP inhibition in unfolded protein response. 220,000 compounds, 3.8% hits. CHO-K1 CHOP-promoter luciferase, tunicamycin-induced, 15-18 h. AID 2732. inhibition, % at 10 µM;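 active = compounds that reduced the stress-induced luciferase reporter signal by more than about 70% of percent inhibition, limit read from the data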;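 note: 0% = tunicamycin plus vehicle and 100% = wells without tunicamycin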
# Active calls of the source: *; nt = no result given; [ ] = dose if it differs, or a comment.
SMILES,RBBP9 inhibitor,PPC-1+TRAIL kill,TNF death inh,Wee1 degr inh,Ba/F3 V617F tox,BaF3 tox,TRPML3 agonist,zfTRPN1 agonist,CHOP inh
Cc1onc(-c2c(F)cccc2Cl)c1C(=O)OCC(=O)Nc1c(C)n(C)n(-c2ccccc2)c1=O,-5,23,-0.9,5,2,14,0.6,1.6,39
CC(C)NC(=S)N/N=C/c1sc(N2CCCCC2)nc1-c1cccs1,-1,27,1.6,-1,7,3,-0.4,-1.5,-25
COc1ccccc1N1CCN(C(CNS(C)(=O)=O)c2cccnc2)CC1 (centres undefined),8,15,1.7,-3,-1,5,-0.3,-0.8,-36
CCOC(=O)c1cc(-c2ccccc2)sc1NC(=O)C(C)OC(=O)c1cccnc1OCC (centres undefined),-5,23,1.9,1,2,3,0.7,2.1,3
CCc1ccc(OCC(=O)NN2Cc3ccccc3C2=N)cc1,-3,-2,-2.8,4,1,3,0.6,-0.1,10
Oc1ccccc1-c1n[nH]c(=S)n1Cc1ccco1,-1,27,0.6,0,-4,2,-1.1,-1.7,12
Cc1oc(CN2CCOCC2)cc1C(=O)O,-1,20,0.4,-4,1,0,0.8,2.0,8
CC1CC(=O)Nc2ccccc2N1S(=O)(=O)c1ccc(C#N)cc1 (centres undefined),-2,-1,-0.2,-2,6,4,0.5,0.5,-2
COc1ccccc1N1C(=O)c2ccccc2NC1C(OC)OC (centres undefined),2,4,-1.2,2,1,6,0.8,0.2,-4
Cc1cc(/C=C(\C#N)C(=O)NCC2CCCO2)c(C)n1-c1ccc(Cl)cc1 (centres undefined),-6,10,-5.1,1,-3,5,0.6,-0.6,49
O=C(Cc1ccc([N+](=O)[O-])cc1)Nc1cccnc1,-8,4,-1.4,4,-1,6,-0.6,0.1,13
O=C(Nc1nc(N2C(=O)c3ccccc3C2=O)n(-c2ccccc2)n1)c1ccc(Cl)cc1,-1,7,-2.0,-2,-5,-3,0.0,-0.5,56
Cc1ccc(-c2noc(N=O)c2NO)cc1,1,5,1.6,0,3,4,-0.6,-2.0,-49
COc1cccc(/C=N/NC(=O)CSc2ccccc2C)c1OC,-11,0,1.8,1,2,2,0.3,1.3,13
COCCNc1nnc(SC(C)C(=O)Nc2ccc(-c3nc4ccc(C)cc4s3)cc2)s1 (centres undefined),-12,-9,-2.2,6,0,6,0.7,6.0,44
NS(=O)(=O)c1ccc(O)c(N2C(=O)c3cccc4c(C(=O)O)ccc(c34)C2=O)c1,0,19,0.0,-3,2,3,0.7,0.1,-18
COc1cccc(NC(=O)CSc2nnc(-c3cc(-c4ccccn4)nc4ccccc34)o2)c1,-5,21,-0.9,-3,0,11,0.4,0.6,-25
CC1=C/C(=N\N=C2\NC(=O)C(CC(=O)Nc3ccccc3F)S2)CC(C)(C)C1 (centres undefined),-8,-8,1.1,1,-1,5,0.0,-2.0,3
O=C(CN1CCCCCC1)N/N=C/c1cccs1,-4,30,1.2,-1,1,-1,1.7,0.5,37
CCC(CC)C(=O)Nc1ccc(C(=O)c2ccccc2)cc1,-2,-1,3.4,1,-1,4,-0.4,0.4,-12
Cc1cc(C)nc(NC(=O)Cc2ccc([N+](=O)[O-])cc2)c1,-2,15,0.4,-4,3,5,-0.3,-1.9,17
Cc1oc(=O)c(NC(=O)c2cccc(Cl)c2)cc1C(=O)c1ccccc1,-10,21,-6.2,-1,0,2,0.7,1.8,104*
Cc1ccc(C)c(NC(=S)NC(NC(=O)OCc2ccccc2)C(Cl)(Cl)Cl)c1 (centres undefined),-1,-12,3.8,2,-2,3,0.5,0.6,92*
C/C(CC(=O)Nc1ccc(Cl)c(C(F)(F)F)c1)=N\NC(=O)c1cc2ccccc2cc1O,-14,3,0.5,-2,4,10,-0.4,1.4,2
O=C(NCCc1ccc2c(c1)OCO2)C1CCN(S(=O)(=O)c2ccc(Cl)cc2)CC1,-9,13,-1.9,2,4,5,0.9,2.2,42
CCN(CC)S(=O)(=O)c1cc(C(=O)Nc2ccccn2)ccc1C,4,28,0.2,2,0,3,0.3,0.4,30
O=C(NC(=O)c1ccccc1)NC1(C(F)(F)F)OCCO1,3,13,0.1,0,7,10,0.7,2.5,16
COc1ccc(S(=O)(=O)Nc2ccc3c(c2)OCCO3)cc1Cl,-6,11,0.3,-1,2,7,1.1,0.8,64
COc1cccc(/C=N/NC(=O)c2cc(-c3cccn3C)n[nH]2)c1O,4,30,-11,-1,6,10,0.2,1.3,58
CC(=O)c1ccc(NC(=O)Nc2ccc([N+](=O)[O-])cc2C)cc1,-11,13,5.4,8,2,4,0.7,1.4,52
COc1ccc2c(=O)c(-c3nc(C)cs3)coc2c1,-10,45[5 µM],-5.9,3,4,3,0.0,4.5,7
Cc1ccc(-c2c(C#N)c(N)n(-c3ccccc3)c(=O)c2C#N)cc1,-12,26,-2.3,0,5,5,-0.3,1.9,6
CSC1=NCCN1C(=O)c1ccc2ccccc2c1,2,2,-3.5,0,-1,-2,0.3,-0.4,12
COc1ccc(OCc2n(CC(=O)OC3CC(C)CCC3C(C)C)c3ccccc3[n+]2C)cc1 (centres undefined),-4,37,-22,0,99*,100*,-0.3,-2.0,97*
COc1ccc(Cl)cc1C(=O)NNC(=S)NC1CCCC1,-6,16,2.7,0,3,2,0.1,-1.8,-7
O=C(NC(=S)NCc1ccccc1)c1ccc2c(c1)OCO2,2,-2,-0.1,0,-2,4,0.4,-1.3,8
CC(=O)c1cc(-c2ccccc2)n(CC(=O)N2CCC(N3CCCCC3)CC2)c1C,-5,-11,-0.4,1,-2,7,0.8,0.0,7
COC(=O)c1c(NC(=O)CCC(=O)O)sc2c1CCCCC2,-6,-8,1.2,2,-3,-1,1.2,0.8,-8
CC(=O)N1CCN(C(=O)CCc2nnc(CCCCc3ccccc3)o2)CC1,-2,5,0.3,3,-4,3,0.2,-0.3,10
COc1ccc(NS(=O)(=O)/C=C/c2ccccc2)cc1,-8,16,3.0,1,1,5,-0.3,-0.4,11
Cc1nc2c(C)c(C)c(C)c(C)c2nc1C,-1,1,0.0,-2,-1,-3,0.2,-0.3,19
O=C1CC(C(=O)Nc2ccc(O)c(C(=O)O)c2)C(c2ccccc2)O1 (centres undefined),-7,17,-2.2,0,2,7,-0.1,0.8,-6
COCCNC(=O)C1CC(=O)N(CCc2ccccc2)C1 (centres undefined),-1,7,1.2,-1,1,2,1.1,0.5,-17
COc1cc(/C=N/NC(=O)CCc2n[nH]c(=O)[nH]c2=O)ccc1O,-3,7,-0.2,-2,2,8,0.6,0.1,-17
Cc1ccc(S(=O)(=O)N2CCCCC2)cc1NC(=O)Cn1ccc(C(F)(F)F)n1,-8,12,1.4,-1,-3,3,0.8,1.1,17

# 4 entries drawn at random from the list so far, as already listed:
SMILES,RBBP9 inhibitor,PPC-1+TRAIL kill,TNF death inh,Wee1 degr inh,Ba/F3 V617F tox,BaF3 tox,TRPML3 agonist,zfTRPN1 agonist,CHOP inh
COCCNc1nnc(SC(C)C(=O)Nc2ccc(-c3nc4ccc(C)cc4s3)cc2)s1 (centres undefined),-12,-9,-2.2,6,0,6,0.7,6.0,44
Oc1ccccc1-c1n[nH]c(=S)n1Cc1ccco1,-1,27,0.6,0,-4,2,-1.1,-1.7,12
O=C(NC(=S)NCc1ccccc1)c1ccc2c(c1)OCO2,2,-2,-0.1,0,-2,4,0.4,-1.3,8
CCN(CC)S(=O)(=O)c1cc(C(=O)Nc2ccccn2)ccc1C,4,28,0.2,2,0,3,0.3,0.4,30

# New compounds follow
SMILES,RBBP9 inhibitor,PPC-1+TRAIL kill,TNF death inh,Wee1 degr inh,Ba/F3 V617F tox,BaF3 tox,TRPML3 agonist,zfTRPN1 agonist,CHOP inh
CCN(C)c1ccc(/C=N\n2nnnc2N)cc1,5,5,-5.2,5,6,10,-0.1,-0.2,nt
Cc1ccc(CN2CCc3[nH]c(=O)[nH]c(=O)c3C2)cc1,-8,1,-2.9,2,5,4,0.5,-0.6,-11
CCOc1ccc(C(=O)NC(=S)Nc2ccccc2N2CCOCC2)cc1Br,2,23,4.1,5,2,8,-0.1,1.5,-28
CCCCOc1ccc(NC2=NC3(CCCCC3)N=C(N)N2)cc1,1,13,-8.7,0,-2,2,0.6,-0.9,-3
COc1ccc2c(c1OC)C(C1c3c(cc4c(c3OC)OCO4)CCN1C)OC2=O (centres undefined),-9,1,-1.9,1,0,4,-0.1,-1.3,1
Cc1ccccc1C(=O)NNC(=O)c1cccc([N+](=O)[O-])c1,-3,-4,-0.3,1,0,11,0.2,0.1,-4
CC1CCN(S(=O)(=O)c2ccc(C(=O)Nc3ccccc3-c3nc4ccccc4[nH]3)cc2)CC1,5,-12,13,4,-1,5,0.5,2.2,32
Cc1ccc2cc(S(=O)(=O)NCCC(=O)O)ccc2c1,0,-16,1.7,-1,-2,7,1.1,0.4,-13
CCOc1ccccc1N1CCN(CC(=O)NC(=O)NCc2ccco2)CC1,-14,35,1.0,-2,6,1,-0.7,-1.5,15
Cc1cc(Cl)ccc1OCC(=O)NCCOC(=O)Nc1sc(=S)n(C)c1C,-8,25,1.7,3,-2,2,0.8,-1.9,24
Cc1cc([N+](=O)[O-])nn1CC(=O)c1ccccc1,1,18,2.8,0,-2,4,0.8,1.3,-9
CC1(C)CC(=O)c2c(n(S(=O)(=O)c3ccccc3)c3ccc(NS(=O)(=O)c4ccccc4)cc23)C1,-8,3,4.9,-2,1,5,0.4,1.1,19
CCN(CC(=O)NC(C)(C)C)C(=O)c1ccc2c(c1)S(=O)(=O)c1ccccc1C2=O,0,8,-0.2,8,0,6,0.8,1.6,36
COc1cccc2c(=O)c(C(=O)O)c[nH]c12,3,8,1.2,2,0,6,0.6,0.4,7
COc1ccccc1CNC(=O)c1csc2c1CCCC2,-1,6,5.4,1,-1,2,-0.7,-2.0,22
COc1ccc(C(=O)C2CCCN(C(=O)c3cccs3)C2)cc1F (centres undefined),-8,17,1.7,-2,-4,1,0.5,-0.8,26
Cc1ccsc1C1Nc2ccccc2-c2nc3ccccc3n21 (centres undefined),-3,-3,1.6,7,0,6,-0.3,-0.8,18
O=C(N/N=C/c1cc([N+](=O)[O-])ccc1O)C1CC1,-4,13,-1.8,-3,-2,-5,1.1,-0.1,18
CCCc1n[nH]c2c1/C(=N\OCC)CC(C)(C)C2,6,-9,4.3,6,-4,3,0.1,0.5,11
COCCNC(=O)CN(c1ccc(OC)c(OC)c1)S(=O)(=O)c1ccc(C)cc1,-8,-1,-2.8,0,-4,3,1.4,3.7,-23

# Screens (PubChem BioAssay)
